# Source: PubChem BioAssay
# PAX8 inh HTS: lowers PAX8-driven luciferase in RMG-I cells. inhibition, % at 12.6 µM. 360,000 compounds, 1.2% hits. RMG-I TPO-luciferase reporter, SteadyGlo, 24 h;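 active means mean replicate inhibition at least 60% with every replicate also reaching 60%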;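 further: luciferase light reporting Pax8 driven TPO promoter activity; plate controls were median of neutral control wells for no effect and mitoxantrone controls for full effect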
# PGC1a acetyl inh: PGC1a acetylation modulation, inhibitor mode | AID 651687 | U2OS PGC1a acetylation, AlphaScreen anti-acetyl-lysine; with virally co-expressed GCN5 acetyltransferase | inhibition, % at 15.6 µM | 350,000 compounds, 0.17% hits;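 active means every replicate shows inhibition of at least 40%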;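 further: 0% = neutral control wells and 100% = positive control wells; some results beyond the cut were filed as inactive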
# ERAP1 inh: blocks human ERAP1 aminopeptidase activity; Q9NZ08; recombinant ERAP1, Leu-AMC fluorescence, 60 min; inhibition, % at 10.7 µM; 340,000 compounds, 0.15% hits;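 active means mean replicate inhibition of at least 30%, or all replicates individually reaching that 30% level; inactive means mean below 30% and not every replicate reaching it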;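 further: 0% = neutral control wells and 100% = L-leucinethiol positive control wells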
# Target sequence (Q9NZ08 whole entry, looked up): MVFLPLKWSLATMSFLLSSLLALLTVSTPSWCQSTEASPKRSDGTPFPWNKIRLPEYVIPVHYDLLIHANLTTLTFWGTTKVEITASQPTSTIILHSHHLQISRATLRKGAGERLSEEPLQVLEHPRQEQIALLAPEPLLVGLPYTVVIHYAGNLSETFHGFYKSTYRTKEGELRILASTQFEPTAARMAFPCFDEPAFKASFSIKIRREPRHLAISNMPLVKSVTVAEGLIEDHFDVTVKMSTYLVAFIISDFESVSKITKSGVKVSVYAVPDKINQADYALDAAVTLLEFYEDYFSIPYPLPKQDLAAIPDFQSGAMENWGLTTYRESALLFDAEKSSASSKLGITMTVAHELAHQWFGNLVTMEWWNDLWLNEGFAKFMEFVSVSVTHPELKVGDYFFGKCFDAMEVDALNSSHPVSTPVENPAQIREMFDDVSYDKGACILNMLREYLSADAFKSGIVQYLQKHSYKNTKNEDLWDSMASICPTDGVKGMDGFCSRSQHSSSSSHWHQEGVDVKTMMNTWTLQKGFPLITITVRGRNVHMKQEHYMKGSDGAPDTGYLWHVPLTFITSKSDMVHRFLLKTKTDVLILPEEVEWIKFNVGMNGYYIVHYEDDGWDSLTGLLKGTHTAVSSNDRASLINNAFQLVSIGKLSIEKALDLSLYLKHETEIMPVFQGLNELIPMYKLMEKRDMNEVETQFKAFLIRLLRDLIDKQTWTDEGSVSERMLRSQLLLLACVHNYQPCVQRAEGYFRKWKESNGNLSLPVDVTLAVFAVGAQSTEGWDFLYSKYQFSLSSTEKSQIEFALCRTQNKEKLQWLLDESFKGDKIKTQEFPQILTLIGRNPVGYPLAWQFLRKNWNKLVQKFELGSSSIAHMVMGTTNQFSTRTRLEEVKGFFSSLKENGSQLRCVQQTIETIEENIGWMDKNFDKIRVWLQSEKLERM
# PglD inh: PglD (C. jejuni) enzyme inhibition; purified PglD enzyme, DTNB colorimetric CoA detection; inhibition, % at 12.5 µM; 360,000 compounds, 0.098% hits; in the data active means inhibition above about 16%, passing the limit was not always enough; further: strong numbers were not always called active
# LGR2 antag: blocks bursicon-induced cAMP signaling via Drosophila LGR2 | inhibition, % at 9.99 µM | 380,000 compounds, 0.35% hits | HEK293 LGR2, CRE-luciferase, bursicon-stimulated, 4 h | AID 720647;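 active means drop in luminescence signal, shown as inhibition above about 50% in the replicate tests, limit read from the data, passing the limit was not always enough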;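 further: agonist challenge used bursicon conditioned medium at about half maximal strength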
# EWS-Fli block: inhibitors of EWS/Fli oncoprotein transcriptional activity; A673 NR0B1-luciferase reporter, viability-normalised; inhibition, % at 12.6 µM; 350,000 compounds, 0.67% hits; AID 651661;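 active means mean inhibition of at least 50% after viability correction, with every replicate also passing that limit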;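 further: firefly luciferase signal divided by Alamar Blue viability fluorescence both relative to DMSO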
# S100A4 inh HTS: inhibitors of human S100A4 binding to myosin IIA peptide; S100A4/TAMRA-MyoIIA peptide fluorescence polarization; inhibition, % at 10.7 µM; P26447; AID 652163; 360,000 compounds, 0.14% hits;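 active means mean inhibition of at least 70% across replicates, with every replicate also reaching that level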
# Target sequence (P26447 whole entry, looked up): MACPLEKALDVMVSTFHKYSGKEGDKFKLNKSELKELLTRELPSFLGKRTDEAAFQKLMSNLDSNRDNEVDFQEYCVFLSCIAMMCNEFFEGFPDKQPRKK
#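 Material: S100A4 monomer (human). Medium: Calcium-containing HEPES buffer, pH 7.2. Probe or stimulus: labelled myosin peptide probe, 5 nM. Compound dosing: one concentration per compound. Timing: polarization read 5 min after assay mix addition, stable 5–60 min. Benchmarks: DMSO as neutral control, TFP as positive control.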
# FN deposition inh: fibronectin deposition inhibition; AH1F fibroblasts, Alexa488-fibronectin deposition fluorescence, overnight; inhibition, % at 12.6 µM; 350,000 compounds, 0.086% hits; AID 743247;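 active means mean inhibition across replicates of 30% or more, regardless of how many single replicates reach that level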;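 further: positive control wells lacked labelled fibronectin entirely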
#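 Material: AH1F fibroblast monolayer depositing Alexa488-labelled fibronectin into matrix | Input: 10000 AH1F cells/well | Medium: DMEM plus 2% serum, read in PBS | Reagent: Alexa488-fibronectin, 24 nM final in well | Compound dosing: One dose per compound, pinned | Schedule: 1 h adhesion, overnight exposure | Measured by: Fluorescence at 485 nm excitation, 525 nm emission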
# * hit, by the source's call; . = no result given. Rows are unselected; 2.1% or so of the library scored in one or more.
SMILES,PAX8 inh HTS,PGC1a acetyl inh,ERAP1 inh,PglD inh,LGR2 antag,EWS-Fli block,S100A4 inh HTS,FN deposition inh
CN1OC[C@@H]2CN[C@H](c3cccc(-c4ccc(C#N)cc4)c3)C[C@@H]21,5.3,3.6,3.0,-1.3,10.1,1.1,-9.8,7.2
COc1cc(C(C)=O)ccc1OCC(=O)NCc1ccccc1CN1CCCC1,18.1,-11.5,0.1,3.2,-2.4,-0.9,-7.7,.
CC(C)CCNCC(O)CON=C1c2ccccc2-c2ccccc21 (centres undefined),-24.9,.,-1.3,.,10.2,31.4,-0.3,4.0
CCOc1ccc(OCCC(=O)N(CC)CC(=O)Nc2c(F)cccc2F)cc1,16.0,13.8,2.5,0.1,-3.7,-8.8,-3.1,0.9
O=C(Nc1ccccc1C(=O)Nc1ccc(Br)cn1)c1ccccc1Cl,-2.3,-1.9,-2.4,-2.3,-11.9,2.2,0.3,-7.2
O=C(c1ccc2c(c1)OCO2)N1C[C@@H]2[C@H](c3ccccc31)[C@H](CO)N2Cc1ccc2c(c1)OCO2,11.8,0.3,.,-5.9,0.7,-7.0,.,-9.9
COc1ccc(-n2c(Cc3cc(=O)[nH]c(=O)[nH]3)nnc2SCC(=O)N2CCC(C)CC2)cc1,16.3,-2.8,.,6.6,-22.7,12.8,-0.7,7.4
CC1=C(C(=O)N(C(C)C)C(C)C)CC(CC(=O)NCCCCc2ccccc2)C(=O)N1CCC1=CCCCC1 (centres undefined),24.5,-12.4,-5.8,-1.4,-5.0,12.6,2.3,-7.6
O=[N+]([O-])c1cc([N+](=O)[O-])c(Oc2cc(F)ccc2F)cc1NN1CCCCC1,-5.2,3.0,-1.4,4.8,-6.2,3.8,6.9,-1.4
CCOC(=O)C1CCCN(C(=O)c2ccc3ccccc3c2)CC1 (centres undefined),-10.1,-4.6,-0.7,-3.1,-2.9,0.0,-2.4,.
CCCN(CC(=O)Nc1ccccc1OC)C(=O)CCC(=O)c1ccc(OCC)cc1,7.9,3.0,1.9,-1.3,5.7,-1.4,-5.2,21.3
O=C(CNC(=O)N1CC(=O)Nc2ccccc21)Nc1ccc(F)c(Cl)c1,13.2,.,2.3,-3.1,0.3,3.6,-2.0,11.7
CSc1ncnc2c1ncn2CCCNCC(c1ccccc1)c1ccccc1,10.3,.,11.7,1.2,1.4,5.1,-2.4,-3.4
O=C(Nc1ccc(F)cc1)N[C@H]1CC[C@H](CCn2cc(-c3ccccc3F)nn2)O[C@@H]1CO,.,6.7,-0.8,0.2,0.3,0.1,22.9,-10.4
Cc1ccc2nc(-c3ccc(-c4cccc(Cl)c4)cc3)c(NCc3ccccc3)n2c1,14.5,-18.3,0.6,-4.7,-82.8,-1.6,5.5,3.6
NC(=O)c1cccn1-c1ncc(C(F)(F)F)cc1Cl,10.5,.,-1.1,-8.2,5.7,1.5,-0.3,3.4
O=C(Nc1ccc([N+](=O)[O-])cc1)c1cc(Cl)sc1Cl,-8.6,-27.4,0.6,1.8,-7.7,-42.2,1.5,-10.8
C=CCSc1ccccc1C(=O)Nc1ncn[nH]1,27.1,.,4.5,-0.6,-4.5,4.5,9.3,-2.8
CC(C)(C)C(=O)O/N=C(\N)c1ccc(Oc2cc(Cl)cc(Cl)c2)c([N+](=O)[O-])c1,-23.8,.,-0.1,.,.,-3.3,-3.0,-2.8
Cc1ccnc(NS(=O)(=O)c2cc(C(F)(F)F)ccc2Cl)c1,-7.0,.,3.0,.,2.8,15.9,0.4,-0.6
CCC[C@@H](CN1CCC[C@H]1CN1C(N)=NC[C@H]1CC(C)C)N1C[C@@H](Cc2ccccc2)N(CCc2ccc(Cl)c(Cl)c2)C1=N,33.1,.,21.2,-5.8,-0.2,1.1,10.6,6.1
COc1cc(/C(C)=N/NC(=O)CSc2nncn2C)ccc1OCc1ccccc1Cl,-1.9,.,-2.5,.,8.0,1.3,-3.5,0.8
CO[C@@H]1CN(C)C(=O)c2ccc(NC(=O)Nc3ccc(F)cc3)cc2OC[C@@H](C)NC[C@@H]1C,-2.3,0.1,-0.1,.,-2.5,5.8,4.5,-1.1
O=C(CCNC(=O)c1ccc(Br)cc1)NCC1COc2ccccc2O1 (centres undefined),-73.2,.,-1.6,8.3,-11.2,.,1.9,8.5
CCCNC(=O)N[C@@H]1CC[C@@H](CC(=O)NCCc2ccccc2)O[C@@H]1CO,-1.3,3.9,1.4,1.2,6.1,1.8,-2.7,19.4
O=C(C1=NN[C@@H]2C(=O)N(c3cccc(C(F)(F)F)c3)C(=O)[C@H]12)C(c1ccccc1)c1ccccc1,-24.4,-7.3,.,0.4,13.1,.,.,0.4
COc1ccccc1Oc1ccc(N2CC(C(=O)OCC(=O)c3ccccc3)CC2=O)cc1 (centres undefined),0.0,3.8,2.5,-3.4,9.8,-4.0,-6.9,.
C[C@@H]1CN([C@@H](C)CO)C(=O)c2cc(NC(=O)CCC(F)(F)F)ccc2O[C@H]1CN(C)S(C)(=O)=O,-20.5,-0.9,-0.9,-0.2,3.2,2.1,-2.8,.
COc1ccc(NC(=O)N(C)C[C@H]2Oc3ccc(NC(=O)Nc4ccc5c(c4)OCO5)cc3C(=O)N([C@H](C)CO)C[C@H]2C)cc1,.,7.3,1.4,6.3,-11.0,-4.2,7.0,.
CC(=O)NC12CC3CC(C1)CC(C(=O)N(C)Cc1cccc(Cl)c1Cl)(C3)C2,18.3,-5.2,0.1,-0.4,6.9,-3.7,2.1,1.9
C=Cc1ccc(Cn2c(C)c(C(=O)NCc3cccc(C)c3)sc2=O)cc1,0.6,.,.,-4.7,-1.9,-0.4,12.0,0.5
COC(=O)C1=CN(c2ccc(C(C)(C)C)cc2)C(N)=C(C#N)C1c1ccccc1F (centres undefined),6.9,.,2.2,.,12.6,5.6,-38.9,-4.5
CN(C)Cc1nc2ccccc2c(=O)n1CC#N,5.0,12.0,-7.3,.,0.3,-6.8,-2.0,-27.2
CC(C)C(C(=O)NCC1CCCO1)N(Cc1ccccc1)C(=O)CNS(=O)(=O)c1ccccc1 (centres undefined),6.6,.,-4.0,-2.5,5.2,3.3,1.7,-2.7
C[C@H]1CN([C@@H](C)CO)C(=O)Cc2cc(NC(=O)CCN3CCOCC3)ccc2O[C@@H]1CN(C)S(=O)(=O)c1ccc(Cl)cc1,.,-9.1,-0.7,4.3,25.3,-4.6,-2.8,.
CCCCS(=O)(=O)N1CCCC(C(=O)NCCc2ccccc2)C1 (centres undefined),-13.9,4.8,-1.8,6.2,3.4,-5.6,-7.8,-1.6
CCCNC(=O)C1(C)CCCN(C(=O)c2ccc(OC(F)F)cc2)C1 (centres undefined),8.1,3.5,-0.3,-1.4,8.3,-7.3,10.5,2.5
C/C=C/c1ccc([C@H]2[C@@H](CO)N3C(=O)CN(S(=O)(=O)c4ccccc4)C[C@H]23)cc1,.,5.0,2.1,.,1.5,7.8,2.3,11.4
COc1cccc(CCc2nnc(N)s2)c1,2.5,5.8,2.5,-3.6,-0.4,5.6,-6.4,5.9
Cc1ccc(-n2ncc(C#N)c2N)cc1,0.2,10.5,-0.7,.,10.7,11.0,0.9,7.6
COCCn1c(SCC(=O)NC2CCCC(C)C2C)nc2ccccc2c1=O (centres undefined),9.3,-13.6,-4.3,-1.5,17.0,-0.8,1.5,-5.0
CCNC(=O)[C@H]1[C@H](CO)[C@H]2Cn3c(ccc(C4=CCCC4)c3=O)[C@@H]1N2Cc1ccccc1,3.7,-2.7,.,.,3.0,0.0,.,.
CC(C)n1c(CSCc2ccc(Cl)cc2Cl)n[nH]c1=S,3.4,.,11.4,.,-27.6,13.0,-2.5,-2.5
COc1cc2c(cc1NS(=O)(=O)N1CCCC1)oc1ccccc12,.,-3.4,.,-1.9,-20.2,.,.,3.3
COc1ccc(S(=O)(=O)Nc2cccc3c2O[C@@H](CN(C)Cc2ccc(-c4ccccc4)cc2)[C@@H](C)CN([C@@H](C)CO)C3=O)cc1,3.1,8.4,0.4,2.6,0.8,4.7,-3.4,.
Cn1nc(C(=O)N2CCN(c3ccccc3F)CC2)c2c1-c1ccccc1S(=O)(=O)C2,6.5,-1.1,-0.2,.,3.4,.,-3.6,-9.1
CCC(=O)N[C@@H]1CC[C@@H](CC(=O)NCCN2CCCCC2)O[C@H]1CO,-0.7,-6.5,1.8,16.8,-24.2,6.6,-7.5,1.5
COc1ccccc1C#Cc1cnc2c(c1)C(=O)N([C@@H](C)CO)C[C@H](C)[C@@H](CN(C)C)O2,.,2.1,1.0,-2.5,1.0,13.0,-0.5,2.9
O=C(Nc1ccccc1Cl)C1CC(=O)n2c(nc3ccccc32)N1 (centres undefined),-10.8,.,-3.8,.,15.1,-16.8,-3.4,-6.4
OC[C@@H]1CN(Cc2ccc3c(c2)OCO3)C[C@H](n2cnc3c(NC4CCCC4)ncnc32)O1,-1.5,0.1,-1.7,2.8,-23.2,7.9,0.0,5.7

# In the list so far, these contain a cyano group:
SMILES,PAX8 inh HTS,PGC1a acetyl inh,ERAP1 inh,PglD inh,LGR2 antag,EWS-Fli block,S100A4 inh HTS,FN deposition inh
CN1OC[C@@H]2CN[C@H](c3cccc(-c4ccc(C#N)cc4)c3)C[C@@H]21,5.3,3.6,3.0,-1.3,10.1,1.1,-9.8,7.2
COC(=O)C1=CN(c2ccc(C(C)(C)C)cc2)C(N)=C(C#N)C1c1ccccc1F (centres undefined),6.9,.,2.2,.,12.6,5.6,-38.9,-4.5
CN(C)Cc1nc2ccccc2c(=O)n1CC#N,5.0,12.0,-7.3,.,0.3,-6.8,-2.0,-27.2
Cc1ccc(-n2ncc(C#N)c2N)cc1,0.2,10.5,-0.7,.,10.7,11.0,0.9,7.6

# New compounds follow
SMILES,PAX8 inh HTS,PGC1a acetyl inh,ERAP1 inh,PglD inh,LGR2 antag,EWS-Fli block,S100A4 inh HTS,FN deposition inh
Cc1ccc(S(=O)(=O)NCCC(C)C)cc1[N+](=O)[O-],9.7,.,-3.8,.,15.5,-23.4,0.9,-12.8
CCO[C@@H]1OC(C(=O)N2CCN(Cc3ccc4c(c3)OCO4)CC2)=C[C@H](C2CC2)[C@H]1CCCO,1.2,-2.6,2.6,2.2,-2.0,-9.6,3.2,-0.7
NC(c1ccccc1)c1cccnc1 (centres undefined),6.5,13.4,-0.6,-0.3,.,-4.3,-0.1,0.9
O=C(CN1CCCC1c1cccs1)Nc1cc(S(=O)(=O)N2CCCCC2)ccc1Cl (centres undefined),-20.8,-8.1,-0.9,5.6,-8.8,13.9,-4.0,-9.9
COc1ccc(NC(=O)CN(C)C(=O)c2ccc(N3CCCC3)c([N+](=O)[O-])c2)cc1,-5.6,.,1.5,.,-3.5,5.7,-3.8,0.2
COc1ccc2c3c([nH]c2c1)[C@@H](CO)N(C(=O)NC(C)C)CC31CCN(C(=O)C2CCCC2)CC1,.,0.3,-1.5,.,25.0,-2.2,-8.7,.
Cc1cccc(C(=O)OCC(=O)c2csc(N3CCCCC3)n2)c1[N+](=O)[O-],-13.4,4.4,1.9,2.5,4.5,0.3,-4.2,2.7
CCCCNc1c(-c2ccc(SC(C)CC)c(OC)c2)nc2ccc(Cl)cn12 (centres undefined),-26.8,-0.2,-1.6,7.7,-12.7,-2.3,0.3,-4.5
C/C(CC(=O)Nc1ccc([N+](=O)[O-])cc1)=N\NC(=O)c1ccccc1O,-11.4,.,-1.3,-7.6,-8.9,12.5,-4.1,-2.9
COc1ccc(C(=O)Oc2cccc3cccnc23)cc1[N+](=O)[O-],5.2,2.0,4.6,.,0.3,2.8,-2.5,-8.8
